RAD54 inh: inhibitors of human RAD54 branch migration; Q92698; 0.14% of 360,000 active; RAD54 Holliday junction branch migration, FAM/BHQ fluorescence; inhibition, % at 10.4 µM;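 active = mean normalized replicate activity at least 40 and at least half of replicates scoring 40 or more; inconclusive = only one of the two criteria met; inactive = mean below 40 and under half of replicates reaching 40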;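 note: 0% = median of neutral control wells and 100% = median of positive control wells; inhibitors cause a drop in the FAM fluorescence signal; in these data hits start at about 50%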
EWS-Fli inh: blocks EWS/Fli oncoprotein-driven transcription; A673 NR0B1-luciferase reporter, viability-normalised; inhibition, % at 12.6 µM; 0.67% of 350,000 active; AID 651661;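 active = mean inhibition of at least 50% after viability correction, with every replicate also passing that limit; inconclusive = mean reaches 50% but only one of two replicates passes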;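 note: firefly luciferase signal divided by Alamar Blue viability fluorescence both relative to DMSO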
XiGFP reactiv: activators of X-chromosome reactivation in mouse fibroblasts; XiGFP mouse fibroblasts, % GFP-positive cells imaging, 3 d; cells co-treated with 5-aza-dC sensitizer; scaled so ellipticine positive control = 100%; 0.055% of 360,000 active; activation, % at 7.58 µM;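 active = mean normalized replicate activation at least 10% and every replicate at or above 10%; inconclusive = only one of the two criteria met; inactive = mean below 10% and not all replicates reach 10%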;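 note: 0% = median of on-plate neutral control wells and 100% = ellipticine 6 µM median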
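Material: SV40-immortalized XiGFP fibroblast cells, line 68-5-11 | Buffer or medium: DMEM containing 5-aza-dC | Dosing: One concentration, pinned | Times: 3 d treatment, 15 min room-temperature fixation | Controls: Ellipticine 6 µM positive control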
esBAF inh: SWI/SNF esBAF complex inhibition; mouse ES cells, Bmi1-luciferase knock-in reporter, 24 h; 100% = twice the neutral-well signal; reporter increase, % at 12.5 µM; 2% of 350,000 active; in the data active = activation above about 40%; inconclusive = no clear call, values can overlap the other calls;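 note: 0% = median of the plate's neutral control wells and 100% = double that signal; a rise in the Bmi1 reporter signal indicates esBAF inhibition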
S100A4 MyoIIA: inhibitors of human S100A4 binding to myosin IIA peptide; P26447; inhibition, % at 10.7 µM; S100A4/TAMRA-MyoIIA peptide fluorescence polarization; 0.14% of 360,000 active; AID 652163;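 active = mean inhibition of at least 70% across replicates, with every replicate also reaching that level; inconclusive = mean inhibition reaches 70% but some replicates fall short; inactive = mean inhibition below 70%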
Target sequence (P26447 whole entry, looked up): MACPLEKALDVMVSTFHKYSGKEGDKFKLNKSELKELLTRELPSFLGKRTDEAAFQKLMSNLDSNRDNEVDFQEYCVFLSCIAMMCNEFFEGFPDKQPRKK
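Test system – S100A4 monomer (human) · Compound – single-point compound testing · Schedule – 5 min incubation before reading · Probe or stimulus – TAMRA-labelled myosin IIA heavy-chain peptide probe, 5 nM · Benchmarks – neutral control DMSO, positive control TFP · Medium – Calcium-containing HEPES buffer, pH 7.2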
RAD52 inh: RAD52 (human) annealing inhibition; P43351; recombinant RAD52 DNA annealing, FRET fluorescence; inhibition, % at 18.7 µM; 0.46% of 360,000 active; AID 651710;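 active = every replicate showing at least 50% inhibition; inconclusive = mean inhibition at least 50% but not in every replicate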
Target sequence (P43351 whole entry, looked up): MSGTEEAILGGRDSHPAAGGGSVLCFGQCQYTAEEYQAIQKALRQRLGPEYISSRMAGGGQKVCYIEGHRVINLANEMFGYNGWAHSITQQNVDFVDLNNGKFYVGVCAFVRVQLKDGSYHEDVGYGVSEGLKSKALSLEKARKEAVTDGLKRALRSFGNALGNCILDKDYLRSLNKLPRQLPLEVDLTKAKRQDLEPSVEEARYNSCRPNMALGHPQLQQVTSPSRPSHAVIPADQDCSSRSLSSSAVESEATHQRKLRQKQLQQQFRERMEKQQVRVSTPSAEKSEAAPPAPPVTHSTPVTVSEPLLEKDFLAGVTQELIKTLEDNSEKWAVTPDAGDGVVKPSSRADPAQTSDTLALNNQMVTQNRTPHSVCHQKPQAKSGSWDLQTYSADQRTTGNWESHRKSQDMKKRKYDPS
E-sel inducer: induces E-selectin expression in human endothelial cells. P16581. HUVEC E-selectin immunofluorescence imaging; normalized: neutral wells 0, TNF-alpha wells 100. activation, % at 7.58 µM. 0.37% of 260,000 active;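 active = mean E-selectin-positive cell signal at least 10% of the positive control, reached in at least 60% of replicates, without over 20% cell loss; inconclusive = no rule given, readout overlaps actives, possibly toxicity-flagged; inactive = the rest, including those meeting only one limit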;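 note: in these data hits start at about 27%; measured in HUVEC primary endothelial cells; signal is the percent of cells scored E-selectin positive by PE staining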
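Assay system: HUVEC primary endothelial cells. Input: 3,000 HUVEC seeded per well. Doses: one compound dose added by pin transfer. Read-out basis: % PE-positive cells. Benchmarks: TNF-alpha high, DMSO low. Detection: immunofluorescence imaging. Buffer or medium: EGM-2, gelatin.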
FN deposit inh: fibronectin deposition inhibition; AH1F fibroblasts, Alexa488-fibronectin deposition fluorescence, overnight; inhibition, % at 12.6 µM; 0.086% of 350,000 active; AID 743247;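 active = mean inhibition across replicates of 30% or more, regardless of how many single replicates reach that level; inconclusive = mean under 30% yet at least half of replicates reach 30%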;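 note: positive control wells lacked labelled fibronectin entirely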
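test system = AH1F fibroblasts assembling fluorescent fibronectin matrix | quantity = 10000 AH1F cells per well | buffer or medium = DMEM plus 2% serum, read in PBS | doses = single dose, pinned | incubation = 1 h cell attachment, overnight exposure to compound and label | detection = fluorescence at 485 nm excitation, 525 nm emission | read-out basis = inhibition from reduced deposited-fibronectin fluorescence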
* = called active by the depositor; ? = inconclusive; nt = not tested or not shown. Rows are unselected; about 3% have a hit in one of these screens.

SMILES	RAD54 inh	EWS-Fli inh	XiGFP reactiv	esBAF inh	S100A4 MyoIIA	RAD52 inh	E-sel inducer	FN deposit inh
CCCCNC(=O)C1CCCN(S(=O)(=O)c2c(C)noc2/C=C/c2cccs2)C1 (configuration not stated)	nt	20	-0.1	1	-17	-10	0.0	3
Cn1nc(-c2ccc(Cl)cc2)c2cc(C(=O)NCCN3CCOCC3)sc21	23	9	0.7	-4	3	-1	nt	-9
CCCCc1c(-c2ccccc2OC)ncn1CCc1ccccc1OC	nt	35	0.3	nt	2	2	0.2	12
CC(C)CC#Cc1ccc2c(c1)O[C@H](CN(C)S(=O)(=O)c1ccc(F)cc1)[C@H](C)CN([C@H](C)CO)S2(=O)=O	-6	25	-0.9	9	9	4	-2.4	5
CC1Sc2ccc(S(=O)(=O)CCC(=O)NC(C)c3ccccc3)cc2NC1=O (configuration not stated)	-9	nt	0.3	-5	4	-10	0.4	-6
C[C@@H]1CN([C@@H](C)CO)S(=O)(=O)c2ccc(-c3ccccc3F)cc2O[C@@H]1CN(C)S(C)(=O)=O	-6	1	0.0	-5	10	-7	-1.4	6
C[C@@H]1CN([C@@H](C)CO)C(=O)c2cc(N(C)C)ccc2O[C@H]1CN(C)S(=O)(=O)c1ccc(F)cc1	5	-1	-0.4	0	3	-6	-0.2	0
COc1ccc(C(C)=O)cc1OCc1ccccc1	1	-7	1.9	0	-5	-15	-0.7	nt
C[C@H]1CN([C@@H](C)CO)C(=O)c2cc(NS(=O)(=O)c3cn(C)cn3)ccc2O[C@H]1CN(C)Cc1ccc(Oc2ccccc2)cc1	-4	-7	0.2	-1	17	20	2.1	nt
COc1ccccc1CNC(=O)c1ccc(Br)o1	4	-15	0.0	-7	-3	-15	-0.2	-15
COc1cccc(N2CCN(C(=O)CN3C(=O)NC(C)(c4ccc5ccccc5c4)C3=O)CC2)c1 (configuration not stated)	-15	10	-0.1	15	11	10	0.1	-1
C[C@H]1CN([C@@H](C)CO)C(=O)CCCn2cc(nn2)CO[C@H]1CN(C)S(=O)(=O)c1cccs1	2	-3	-0.2	-9	2	-10	0.3	3
Cc1nc2scc(C)n2c(=O)c1S(=O)(=O)N1CCN(c2cccc(C(F)(F)F)c2)CC1	4	19	0.2	1	0	-12	0.1	-3
CC[C@@]12C(=O)N(c3cccc(Br)c3)C(=O)N1[C@H](c1ccc(F)cc1)[C@@H]1C(=O)N(C3CCCCC3)C(=O)[C@@H]12	-5	3	0.2	-9	-4	-4	-0.1	-17
COc1ccc(C(=O)/C=C/c2ccc(O)cc2)c2c1CC(O)C(C)(C)O2 (configuration not stated)	5	-1	nt	6	0	-26	nt	nt
C[C@@H]1CCCCO[C@@H](CN(C)CC2CC2)[C@@H](C)CN([C@H](C)CO)C(=O)c2cc(NC(=O)Cc3ccccc3)ccc2O1	3	nt	0.4	-2	3	0	0.2	nt
CC(OC(=O)Cn1[nH]c(=O)c2ccccc2c1=O)C(=O)Nc1ccccc1[N+](=O)[O-] (configuration not stated)	nt	0	-0.2	nt	-11	-2	-0.5	9
CO[C@H]1CN(C)C(=O)c2ccc(NS(C)(=O)=O)cc2OC[C@H](C)N(C(=O)CC2CC2)C[C@@H]1C	-5	1	0.3	-3	-4	-12	-0.2	0
Cc1ccc(NC(=O)CSc2nc3c(c(=O)n(C)c(=O)n3C)n2C)cc1	-7	11	0.0	1	-17	-13	nt	2
COc1ccc(S(=O)(=O)N(C)C[C@H]2OCc3ccccc3-c3c(n(C)c4ccccc34)C(=O)N([C@@H](C)CO)C[C@H]2C)cc1	-11	20	0.3	2	4	11	-0.4	-2
Cc1ccc(Nc2ncnc3nc[nH]c23)cc1Cl	3	-115	0.3	22	-8	-12	-0.2	-2
COC(=O)CCC(=O)NC(=S)Nc1ccc(S(=O)(=O)Nc2cc(C)on2)cc1	-2	4	0.1	-8	-3	7	-0.4	nt
C=C1C(=O)c2sccc2C(c2ccc(OC)c(OC)c2)C1COC(C)=O (configuration not stated)	nt	77*	-0.1	nt	-1	-8	-0.3	28
C[C@H](O)C#Cc1cnc2c(c1)C(=O)N([C@H](C)CO)C[C@@H](C)[C@H](CN(C)CC1CCCC1)O2	-3	-38	0.0	-1	6	-15	1.5	-4
COc1ccc(CCn2c(C)cc(C(=O)CSc3nnnn3-c3ccccc3)c2C)cc1	-8	nt	nt	-3	-3	-16	nt	-15

Other entries:
SMILES	RAD54 inh	EWS-Fli inh	XiGFP reactiv	esBAF inh	S100A4 MyoIIA	RAD52 inh	E-sel inducer	FN deposit inh
COc1ccc(S(=O)(=O)NCc2cccnc2)cc1C(=O)Nc1ccccc1	-12	12	0.1	nt	1	-14	nt	5
CC(C)(C)Cc1c(C2CCCCC2)nc2ccc(Br)cn12	-4	1	0.1	-2	-4	-11	-0.1	5
O=C(CSc1c2c(nc3cc(Cl)ccc13)CCCC2)NCCCN1CCOCC1	nt	12	0.1	nt	30	-12	-0.1	5
COc1ccc(/C=C/c2cc(C(F)(F)F)on2)cc1	4	-57	0.1	nt	-2	-20	nt	-6
CC(=O)c1ccc(NC(=O)CNc2cc(S(=O)(=O)N3CCOCC3)ccc2N2CCCC2)cc1	2	-8	0.3	nt	-3	-16	0.8	-6
COc1cccc(CN(CC(=O)NCc2ccc(F)cc2)C(=O)c2ccco2)c1	-9	-3	0.0	-5	-18	-9	0.0	-4
O=C(c1ccc2c3c(cccc13)CC2)C1CCCN(C(=O)c2ccc[n+]([O-])c2)C1 (configuration not stated)	8	0	0.0	1	-2	-3	3.5	-9
Cc1noc(C)c1NC(=O)Nc1ccc2c(c1)C(=O)N([C@@H](C)CO)C[C@H](C)[C@H](CN(C)C(=O)Nc1ccc(C(F)(F)F)cc1)OCCCC[C@H](C)O2	-7	13	0.2	0	18	-7	-0.3	4
CC(C)NC(=O)N1CCCCN2[C@H](CO)[C@@H](c3ccc(C#Cc4ccccc4)cc3)[C@@H]2C1	4	-8	0.3	nt	nt	nt	0.1	nt
CCN(CC)c1ccc(S(=O)(=O)N2CCOCC2)cc1NC(=O)CSc1n[nH]c(N)n1	nt	-5	0.1	nt	0	-1	0.5	2
CCOc1ccc(S(=O)(=O)N/N=C\c2ccc3c(c2)OCO3)cc1	5	6	0.3	nt	-1	-29	nt	11
Cc1c(NP(=O)(c2ccc(Br)cc2)c2ccc(Br)cc2)c(=O)n(-c2ccccc2)n1C	nt	10	0.0	nt	-6	-12	nt	-1
O=C(CC1C(=O)NCCN1C(=O)Nc1ccc(C(F)(F)F)cc1)Nc1ccc(F)cc1 (configuration not stated)	-8	4	-0.1	-4	0	3	-0.4	-10
COc1ccc(Cn2cc(CN3CC(N(C)C)CS3(=O)=O)nn2)cc1 (configuration not stated)	nt	-2	0.0	nt	-4	-21	0.0	1
O=C(COc1ccccc1)NCC(=O)N1CCCC1	2	-1	0.2	-5	1	-6	nt	4
CCc1c(O)nc(SCc2ccc(F)cc2)[nH]c1=O	-1	4	0.0	-8	-1	-4	0.0	-2
Cc1nnc(SCc2nnc(-c3cccs3)o2)n1Cc1ccccc1	nt	13	0.0	nt	-5	-14	-0.2	-11
c1ccc(N2CCN(c3nc4ccccc4[nH]3)CC2)nc1	nt	-18	0.1	nt	-4	6	9.4	1
NS(=O)(=O)c1ccc(NC(=S)NCc2ccc3c(c2)OCO3)cc1	nt	-1	0.0	nt	-5	-22	0.5	1
COc1cc(C(=O)OCC(=O)N2CCCCC2C)cc(NC(=O)c2cccs2)c1OC (configuration not stated)	nt	5	-0.1	nt	-3	10	3.1	-6
COc1ccc(NC(=O)N2C[C@H]3[C@@H](c4ccccc42)[C@@H](CO)N3C(=O)C2CCCC2)cc1	1	-12	0.5	7	0	-4	0.1	-2
O=C(Cc1ccc2ccccc2c1)NC(Cc1ccccc1)C(=O)O (configuration not stated)	-8	-4	-0.1	3	-23	-9	-0.1	4
Cc1noc(C)c1S(=O)(=O)Nc1ccc2c(c1)C(=O)N([C@@H](C)CO)C[C@@H](C)[C@@H](CN(C)S(=O)(=O)c1cn(C)cn1)OCCCC[C@H](C)O2	-9	-4	-0.1	-2	-11	4	nt	-3
CC(OC(=O)C1CCN(S(=O)(=O)c2ccc3c(c2)OCCO3)CC1)C(=O)NC1(C#N)CCCCC1 (configuration not stated)	1	4	-0.1	-4	-3	-10	-0.1	nt
Cc1nc2ccccc2n1C(C)c1nc2ccccc2n1CC(=O)c1ccc(OC(F)(F)F)cc1 (configuration not stated)	nt	5	0.2	nt	8	0	-0.4	5

Three entries from above, ordered by the value under esBAF inh, high to low.
molecule	esBAF inh	S100A4 MyoIIA	RAD52 inh
CC(C)CC#Cc1ccc2c(c1)O[C@H](CN(C)S(=O)(=O)c1ccc(F)cc1)[C@H](C)CN([C@H](C)CO)S2(=O)=O	9	9	4
O=C(Cc1ccc2ccccc2c1)NC(Cc1ccccc1)C(=O)O (configuration not stated)	3	-23	-9
COC(=O)CCC(=O)NC(=S)Nc1ccc(S(=O)(=O)Nc2cc(C)on2)cc1	-8	-3	7

Other entries:
SMILES	RAD54 inh	EWS-Fli inh	XiGFP reactiv	esBAF inh	S100A4 MyoIIA	RAD52 inh	E-sel inducer	FN deposit inh
CCN1CCN(Cc2ccc(NC(=O)c3ccc(C)c(NC(=O)c4cc(-c5ccc(Br)cc5)n[nH]4)c3)cc2C(F)(F)F)CC1	-3	54*	3.6	-12	-9	-17	0.7	0
CCC(CO)Nc1ncnc2onc(-c3ccc(F)cc3)c12 (configuration not stated)	-7	4	0.0	-3	0	-11	0.0	7
N#C[C@@H]1[C@@H](c2ccc(C#CC3(O)CCCC3)cc2)[C@@H](CO)N1C(=O)C1CCCCC1	-11	-1	0.0	6	6	-7	0.7	nt
COc1ccc(Br)cc1[C@H]1[C@@H]2C=CCC[C@@]2(C)C(=O)N1Cc1ccccc1	0	23	0.1	-7	-1	-8	-0.1	8
CCOc1ccc2nc(NC(=O)Cn3[nH]c(=O)c4ccccc4c3=O)sc2c1	2	-138	0.0	?	-1	-258	-0.3	11
CCc1cccc(NC(=O)CCNS(=O)(=O)c2cccc3nonc23)c1	nt	9	0.0	nt	-12	-2	nt	10
COc1cc(Cl)cc(C2NC(=S)NC(c3ccccc3)=C2C(C)=O)c1OCC(=O)O (configuration not stated)	nt	1	0.0	-2	-3	-18	0.5	-2
CCOC(=O)C1(CC2CC2)CCN(C(=O)c2cc(OC)nc3ccccc23)CC1	9	-20	0.0	?	1	-10	2.6	30
COc1ccc2[nH]c3c(c2c1)CCN1C(=O)C(CC(=O)NCCc2ccccn2)C[C@H](C(=O)N2CCCCC2)[C@@]31C (some centres not stated)	13	-2	0.0	1	-3	-12	0.0	2
CC(C)C[C@H](NC(=O)N1CCn2c1nc1ccccc12)C(=O)NC1CCCCC1	-2	4	0.1	-1	3	-6	nt	6
